High-throughput results deposited in PubChem by Columbia University Molecular Screening Center.
mHtt clearance: mutant huntingtin protein clearance | HeLa Exon1htt(103Q)mCFP, aggregate imaging; zero = plate's median compound well | inhibition, % at 1.5 µM | 0.42% of 47,000 active;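 active means inhibition of aggregate fluorescence above about 70%, also judged a hit by eye on the cell image, limit read from the data, passing the limit was not always enough; inconclusive means no rule stated for this call; inactive means not judged a hit on image review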;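 further: cells exposed to compound for three days before fixation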
mHtt clearance grain fraction: also measured in mHtt clearance; calls as there; fraction fluorescence in grains; measured here: aggregate grain fluorescence fraction; stronger effect = lower value;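 scaled fraction of total cell fluorescence in grains with unit not stated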
* hit, by the source's call; u = inconclusive; x = not tested or not shown. Only part of the results is shown, so the mix of outcomes need not match the whole.

SMILES	mHtt clearance	mHtt clearance grain fraction
C=CCNC(=O)C1CC(c2cccc(OC)c2)=NO1 (stereo not given)	17	31
O=C(c1cccnc1)N1CCC(c2nc3ccccc3[nH]2)CC1	-6	37
COc1ccccc1NC(=O)C(C)NS(=O)(=O)c1ccccc1 (stereo not given)	-61	29
COc1cccc(NC(=O)CSc2nc3n[nH]c(C)c3c(=N)n2-c2cccc(OC)c2)c1	u	x
CCOC(=O)C1=C(C)N=C2SC(C)C(=O)N2C1c1ccc(OC(C)=O)c(OC)c1 (stereo not given)	34	12
CCC(CC)c1nnc(NC(=O)c2cccc(S(=O)(=O)N3CCc4ccccc43)c2)s1	-17	47
O=c1/c(=C/c2cccc3ccccc23)sc2ncnn12	3	39
COc1ccccc1CN1CC(C(=O)NCC2CCCO2)CC1=O (stereo not given)	11	18
O=C(c1cnc2c(c1)COc1ccc(Cl)cc1-2)c1ccccc1O	-106	39
COc1cc(C)c(Cl)cc1S(=O)(=O)n1cnc2ccccc21	-12	31
CCc1nc2ccccc2c(C(=O)OCCN2C(=O)c3ccccc3C2=O)c1C	20	32
COc1ccccc1NC(=O)CN(C)S(=O)(=O)c1ccc(F)cc1	35	13
Cn1cccc1Cc1nnc(SCC(=O)NCC2CCCO2)n1CCc1ccccc1 (stereo not given)	36	28
Cc1cc(C(=O)CSc2nncs2)c(C)n1-c1c(C)n(C)n(-c2ccccc2)c1=O	-47	32
CCn1cc(C(=O)NCC2CCCO2)c(=O)c2cc(S(=O)(=O)N(C)C)ccc21 (stereo not given)	28	23
Cc1c(OCc2nn[nH]n2)ccc2c3c(c(=O)oc12)CCCC3	30	26
CCC(C)(C(=O)NC1CCCC1)N(Cc1ccco1)C(=O)c1ccccn1 (stereo not given)	32	26
Cc1ccc(S(=O)(=O)NCCc2ccccc2)cc1	50	10
CC(=O)Nc1nonc1NC(=O)CSc1ccccn1	32	23
O=C(c1cc2nc(-c3ccco3)cc(C(F)(F)F)n2n1)N1CCN(c2ccccc2)CC1	4	41
CCN(CC)CCCn1c(C)cc2c(c1=O)C(c1ccccc1)C(C#N)=C(N)O2 (stereo not given)	35	23
COc1nc(-c2ccccc2)ccc1-c1noc(COc2ccccc2)n1	3	17
O=C(CCn1nnc(-c2cccs2)n1)NCc1ccccc1Cl	24	16
CCOC(=O)N1CCN(CC(O)COC(CC)c2ccccc2)CC1 (stereo not given)	-8	42
C=CCNC(=O)c1ccc2c(c1)nnn2C	-24	55
CN1C(=O)SC(Nc2cccc3ccccc23)C1=O (stereo not given)	-49	28
Cn1ccnc1SCCC#N	2	33
CCC(=O)N1CCc2cc(S(=O)(=O)NC(C(=O)NCc3ccccc3)C(C)C)ccc21 (stereo not given)	-430	168
CC(=O)Nc1nc(C)nc(C)c1C(C)=O	-37	51
COC(=O)c1ccc(N)cc1O	-10	26
CCCCCN(C(=O)NC(=O)Nn1cnnc1)S(C)(=O)=O	36	20
CC12CN(C(=O)c3ccc(Cl)cc3)C3(C#N)CC1CCC23C (stereo not given)	-20	28
O=C(/C(=C/O)N=Nc1ccccc1)c1ccncc1	-40	28
CCOC(=O)N1CCN(C(=O)c2ccc3nc(N4CCCCC4)sc3c2)CC1	41	22
Cc1ccccc1-n1c(=O)cc(N2CCN(C(=O)c3ccco3)CC2)[nH]c1=O	11	27
C=CCSc1nc2sc3c(c2c(=O)n1CC)CCc1ccccc1-3	-12	44
CCCc1cc(=O)n2c([nH]c3ccccc32)c1C#N	-402	162
Cc1ccc(NC(=O)CCSCCC(=O)Nc2ccc(C)c(C)c2)cc1C	5	41
CCN1C=C(Cc2cccs2)C2=C(C1)C(c1cccs1)C(C#N)=C(N)O2 (stereo not given)	28	25
O=C(Cc1ccccc1)Nc1cccc(-c2nc3ncccc3o2)c1	20	16

Two records picked at random from the list so far:
SMILES	mHtt clearance	mHtt clearance grain fraction
O=C(Cc1ccccc1)Nc1cccc(-c2nc3ncccc3o2)c1	20	16
COC(=O)c1ccc(N)cc1O	-10	26

(more compounds)
SMILES	mHtt clearance	mHtt clearance grain fraction
CCc1nn2c(N3CCOCC3)cc(C)nc2c1-c1ccc(F)cc1	6	17
Cc1nc(NC2=NCN(CCc3ccccc3)CN2)nc2c(C)cccc12	18	14
Cn1c(=O)[nH]c(=O)c2c1nc(N1CCN(CCO)CC1)n2CCSc1nc2ccccc2s1	20	36
CC1=C(SCCC#N)S/C(=C2\SC(C)=C(SCCC#N)S2)S1	18	17
O=C1OCCN1CCN(CN1C(=O)CCC1=O)CN1C(=O)CCC1=O	-10	47
Cc1onc(-c2ccccc2Cl)c1C(=O)Nc1ccc(S(=O)(=O)NCC2CCCO2)cc1 (stereo not given)	31	12
O=C(CC1SCCNC1=O)Nc1cccc(C(F)(F)F)c1 (stereo not given)	-23	43
CCC(C)(C)n1nnnc1C(c1cc2cc3c(cc2[nH]c1=O)OCO3)N1CCCCC1 (stereo not given)	8	34
Cc1cc(C(F)F)n2nc(C(=O)Nc3sc4c(c3C#N)CCC(C)C4)nc2n1 (stereo not given)	-63	65
CCCN(CC1CC1)C(=O)CSc1ncnc2sc(C)c(C)c12	4	22
Cn1cnnc1SCC(=O)c1ccc2c(c1)OCO2	2	16
NC(=O)c1nn(-c2ccccc2)c(=O)cc1O	14	27
Cc1ccc(/C=c2\sc3nc(-c4ccccc4Br)nn3c2=O)o1	-95	32
Cc1ccccc1N=C(NOCc1ccccc1)c1nonc1N	-1	20
O=[N+]([O-])c1cc2c(cc1C=Nc1ccccc1)OCO2	14	18
Cc1ccc(NC(=O)NCCCN2CCCC2=O)cc1	3	19
O=C(O)c1ccc(F)c(S(=O)(=O)Nc2ccccc2)c1	-13	50
COc1cccc(OCc2nnc(SCC(=O)NCc3ccco3)n2CCc2ccccc2)c1	-29	28
CCOc1c(OC)cc(C2C(C#N)=C(N)Oc3n[nH]c(-c4ccncc4)c32)cc1OC (stereo not given)	48	19
COCCCn1c(SCC(=O)OC2CCCCC2)nnc1-c1cccs1	60	8.7

24 of the compounds above, in CSV form:
Structure,mHtt clearance,mHtt clearance grain fraction
CCOC(=O)N1CCN(C(=O)c2ccc3nc(N4CCCCC4)sc3c2)CC1,41,22
Cc1ccccc1-n1c(=O)cc(N2CCN(C(=O)c3ccco3)CC2)[nH]c1=O,11,27
C=CCSc1nc2sc3c(c2c(=O)n1CC)CCc1ccccc1-3,-12,44
CCCc1cc(=O)n2c([nH]c3ccccc32)c1C#N,-402,162
Cc1ccc(NC(=O)CCSCCC(=O)Nc2ccc(C)c(C)c2)cc1C,5,41
CCN1C=C(Cc2cccs2)C2=C(C1)C(c1cccs1)C(C#N)=C(N)O2 (stereo not given),28,25
O=C(Cc1ccccc1)Nc1cccc(-c2nc3ncccc3o2)c1,20,16
CCc1nn2c(N3CCOCC3)cc(C)nc2c1-c1ccc(F)cc1,6,17
Cc1nc(NC2=NCN(CCc3ccccc3)CN2)nc2c(C)cccc12,18,14
Cn1c(=O)[nH]c(=O)c2c1nc(N1CCN(CCO)CC1)n2CCSc1nc2ccccc2s1,20,36
CC1=C(SCCC#N)S/C(=C2\SC(C)=C(SCCC#N)S2)S1,18,17
O=C1OCCN1CCN(CN1C(=O)CCC1=O)CN1C(=O)CCC1=O,-10,47
Cc1onc(-c2ccccc2Cl)c1C(=O)Nc1ccc(S(=O)(=O)NCC2CCCO2)cc1 (stereo not given),31,12
O=C(CC1SCCNC1=O)Nc1cccc(C(F)(F)F)c1 (stereo not given),-23,43
CCC(C)(C)n1nnnc1C(c1cc2cc3c(cc2[nH]c1=O)OCO3)N1CCCCC1 (stereo not given),8,34
Cc1cc(C(F)F)n2nc(C(=O)Nc3sc4c(c3C#N)CCC(C)C4)nc2n1 (stereo not given),-63,65
CCCN(CC1CC1)C(=O)CSc1ncnc2sc(C)c(C)c12,4,22
Cn1cnnc1SCC(=O)c1ccc2c(c1)OCO2,2,16
NC(=O)c1nn(-c2ccccc2)c(=O)cc1O,14,27
Cc1ccc(/C=c2\sc3nc(-c4ccccc4Br)nn3c2=O)o1,-95,32
Cc1ccccc1N=C(NOCc1ccccc1)c1nonc1N,-1,20
O=[N+]([O-])c1cc2c(cc1C=Nc1ccccc1)OCO2,14,18
Cc1ccc(NC(=O)NCCCN2CCCC2=O)cc1,3,19
O=C(O)c1ccc(F)c(S(=O)(=O)Nc2ccccc2)c1,-13,50

New compounds follow.
SMILES	mHtt clearance	mHtt clearance grain fraction
Cc1nn(Cc2ccc(F)cc2)c(C)c1NC(=O)c1cc(-c2ccc3c(c2)OCO3)on1	-9	44
COC(=O)C1=C(Nc2ccc(C)cc2)C=C(C)C(C(=O)OC)C1c1cccc(OC)c1 (stereo not given)	-13	20
Cn1nc([N+](=O)[O-])nc1Sc1nnc(-c2ccccc2)o1	15	20
CCn1c(CNC(=O)c2ccccc2)nc2ccccc21	-47	24
COc1ccc(-c2oc(/N=C/N3CCOCC3)c(C#N)c2-c2ccc(OC)cc2)cc1	-14	51
O=C1C2C3C=CC(C3)C2C(=O)N1CCCO (stereo not given)	16	17
CCOC(=O)c1ccc(N2C(=O)CC(N3CC(C)OC(C)C3)C2=O)cc1 (stereo not given)	3	19
Cc1ccc(S(=O)(=O)N2CCN(C(=O)CN3CCCCC3)C2)cc1	-13	23
O=C(CSCc1cccc(Cl)c1)N1CCN(Cc2ccc3c(c2)OCO3)CC1	-16	23
O=C(CCn1nc(-c2ccccc2)c2ccccc2c1=O)N1CCN(c2ccccc2)CC1	-6	37
COc1cccc(NC(=O)c2ccccc2NS(C)(=O)=O)c1	-12	22
N#CCSc1nc2c(c(=O)n1Cc1ccco1)C1(CCCC1)Cc1ccccc1-2	14	30
CC(CNC(=O)C1CCCCC1)NC(=O)C1CCCCC1 (stereo not given)	-7	47
CN1C(=O)C2(C(C#N)=C(N)Oc3n[nH]c(-c4ccc(Cl)cc4)c32)c2ccccc21 (stereo not given)	-31	45
O=C(CN1C(=O)CC(c2ccccc2)=Nc2ccccc21)NC1CCCCC1	-27	50
CC(C)(C)C(=O)N(CCN(C(=O)C(C)(C)C)c1ccccc1)c1ccccc1	32	25
C=CCn1c(NC(=O)c2ccc(C)cc2)c(C#N)sc1=N	-81	33
CSc1nsc(SC)c1NC(=O)OCc1ccccc1	14	32
C/C(O)=c1/ccc2cccc3nc(C)nc1c23	3	33
N#C/C(=C(/O)CN1CCOCC1)c1nc2ccccc2s1	77*	4.3*
O=C(CSc1nc(N2CCCCC2)nc(N2CCCCC2)n1)c1ccccc1	-57	29
CN(C)CCCNC(=O)CC(c1ccccc1)c1ccccc1O (stereo not given)	23	16
CCCCNC(=O)c1cc2c(-c3ccc(Cl)cc3)nn(C)c2s1	-21	60
Cc1ccc(OCC(=O)OC2CCS(=O)(=O)C2)cc1 (stereo not given)	-5	20
C=CCOc1ccc(/C(O)=C2\C(=O)C(=O)N(CCCOC)C2c2ccc(O)c(OC)c2)cc1 (stereo not given)	-25	24
CCOC(=O)CC(=O)CSC1=C(C#N)C(c2ccccc2OC)CC(=O)N1 (stereo not given)	-10	47
COc1ccccc1C(=O)Nc1ccc(C(=O)O)cc1	-13	22
O=C(Nc1ccc(N2CCOCC2)nc1)c1ccc(F)cc1	25	29
CC(=O)NC(CCS(C)(=O)=O)C(=O)Nc1cccc(C)c1C (stereo not given)	40	18
CCC(=O)Nc1nc2cc(OC)ccc2s1	4	20
CCc1ccccc1NC(=O)CN1C(=O)C2CCCN2c2ncc(Cl)cc21 (stereo not given)	35	24
COc1ccc(-c2cc(C(=O)NC3CCCC3)no2)cc1OC	-19	21
CCOC(=O)Cc1csc(NC(=O)c2cccc(OC)c2)n1	-8	22
O=C1CC(C(=O)N(c2cccc(F)c2)C(C(=O)NC2CCCC2)c2ccccn2)CS1 (stereo not given)	28	27
COC(=O)c1ccc(NS(=O)(=O)c2ccc(SC)cc2)cc1	-16	23
COc1ccc(C)cc1S(=O)(=O)N(C)CC(=O)N1CCC(C)CC1	-8	22
CC1CCN(CCCNC(=O)c2ccc(CS(=O)(=O)Cc3ccccc3F)o2)CC1	18	16
CCOc1cc(/C=C\c2[nH]c(=O)[nH]c(=O)c2[N+](=O)[O-])ccc1OC(C)CC (stereo not given)	-18	36
Cc1cc(C)nc(SC(C)C(=O)Nc2ccc(S(N)(=O)=O)cc2)n1 (stereo not given)	23	15
COc1ccccc1C(=O)Nc1ccc(N2CCN(Cc3ccccc3)CC2)cc1	-38	64
